MPTP block: mitochondrial permeability transition pore inhibitors, primary screen, biochemical, isolated mouse mitochondria, absorbance. Ca2+ swelling absorbance, 30 min. inhibition, % at 10 µM. 360,000 tested, 1.4% active;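 active = inhibition of 50% or more, scaled per plate between neutral and stimulator controls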;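 note: 0% = DMSO wells given calcium and 100% = 1 mM EGTA wells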
mIAP activ: activators of mouse IAP, primary screen, biochemical, luminescence, uHTS | muIAP, CDP-Star luminescence, 30 min; hits give high values; 1 = vehicle-only enzyme signal, 0 = enzyme-free wells | activation factor at 10 µM | 330,000 tested, 0.24% active | AID 2805, 2010;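 active = activation factor of at least 2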; note: the source names both 10 and 20 µM as test concentration; values of inactives mirror those of a sister screen read the other way
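System: mouse IAP enzyme. Reagent: CDP-Star chemiluminescent phosphatase substrate. Benchmarks: DMSO wells, no-enzyme wells. Times: 30 min enzyme-substrate-compound incubation at room temperature. Detection: luminescence from enzymatic CDP-Star hydrolysis. Doses: test compounds delivered from DMSO solution.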
mIAP inh: inhibitors of mouse IAP, primary screen, biochemical, luminescence, uHTS; AID 2806, 2010; 330,000 tested, 0.2% active; inhibition, % at 10 µM; intestinal alkaline phosphatase [Mus musculus]; purified mouse IAP, CDP-Star luminescence, 30 min;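 active = inhibition of at least 40% at 10 µM in the primary screen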;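 note: plate controls were DMSO with enzyme for no effect and no enzyme wells for full effect; values of inactives mirror those of a sister screen read the other way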
hIAP activ: human IAP activators, primary screen, biochemical, luminescence, uHTS. activation factor at 10 µM. purified human IAP, CDP-Star luminescence, 30 min; hits give high values; 1 = vehicle-only enzyme, 0 = enzyme-free background. 330,000 tested, 0.16% active. Intestinal-type alkaline phosphatase (Homo sapiens), P09923;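 active = activation factor of the enzyme at least 2-fold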; note: the source names both 10 and 20 µM as test concentration; values of inactives mirror those of a sister screen read the other way
Target sequence (P09923 whole entry, looked up): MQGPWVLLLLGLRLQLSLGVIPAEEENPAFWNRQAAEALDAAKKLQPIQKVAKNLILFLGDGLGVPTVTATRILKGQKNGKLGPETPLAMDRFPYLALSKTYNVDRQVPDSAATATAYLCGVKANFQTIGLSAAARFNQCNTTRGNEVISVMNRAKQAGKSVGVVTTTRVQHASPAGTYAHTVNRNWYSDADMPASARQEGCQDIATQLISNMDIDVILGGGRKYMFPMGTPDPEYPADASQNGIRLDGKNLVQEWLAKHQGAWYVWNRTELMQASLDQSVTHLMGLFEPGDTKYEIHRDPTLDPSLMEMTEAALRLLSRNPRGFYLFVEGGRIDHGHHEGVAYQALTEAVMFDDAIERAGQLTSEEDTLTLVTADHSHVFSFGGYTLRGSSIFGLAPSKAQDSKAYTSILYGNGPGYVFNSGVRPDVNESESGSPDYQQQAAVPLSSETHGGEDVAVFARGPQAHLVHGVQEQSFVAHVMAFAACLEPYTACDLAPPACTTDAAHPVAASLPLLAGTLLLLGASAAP
A3G deaminase: APOBEC3G DNA deaminase inhibitors, primary screen, biochemical, fluorescence, single-stranded DNA substrate, uHTS; AID 493012, 2011; recombinant A3G, ssDNA deamination FAM/TAMRA fluorescence; DNA dC->dU-editing enzyme APOBEC-3G (Homo sapiens), Q9HC16; 330,000 tested, 0.28% active; inhibition, % at 20 µM;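 active = inhibition of at least 40% at 20 µM, with no more than 30% in the related APOBEC3A deaminase screen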;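 note: plate controls were DMSO wells with A3G for no effect and wells lacking A3G enzyme for full effect; some compounds called inactive have numbers as strong as hits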
beta cell repl: inducers of MIN6 beta-cell proliferation, primary screen, ATP luminescence, uHTS. proliferation, % at 10 µM. MIN6 cells proliferation, ATPlite luminescence, 48 h; cells starved in 0.2% serum; 100% = growth in 10% serum. 330,000 tested, 0.29% active;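 active = compounds whose signal lies at least 3.5 SD above the mean of all wells on their plate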;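 note: 0% = DMSO-treated cells in low-serum medium and 100% = 10% serum control; some compounds called inactive have numbers as strong as hits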
hIAP block: human IAP inhibitors, primary screen, biochemical, luminescence, uHTS | Intestinal-type alkaline phosphatase (Homo sapiens), P09923 | purified IAP, CDP-Star luminescence, 30 min | inhibition, % at 10 µM | 330,000 tested, 0.12% active;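 active = inhibition reaching a set limit with compound at 10 µM in the primary screen, cut at about 35% in these data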;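 note: plate controls were DMSO wells with enzyme for no effect and no-enzyme buffer wells for full effect; values of inactives mirror those of a sister screen read the other way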
A3A deaminase: APOBEC3A ssDNA deaminase inhibitors, primary screen, selectivity assay for APOBEC3G inhibitor project, biochemical, FAM/TAMRA oligo cleavage fluorescence. DNA dC->dU-editing enzyme APOBEC-3A (Homo sapiens), P31941. recombinant A3A, FAM/TAMRA ssDNA deamination fluorescence. inhibition, % at 20 µM. 330,000 tested, 0.41% active. AID 493011, 2011;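 active = at least 40% inhibition at 20 µM here, with at most 30% in a related deaminase screen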;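 note: plate controls were A3A with DMSO for no effect and wells lacking A3A enzyme for full effect; some results filed as inactive read as strong as hits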
Target sequence (P31941 whole entry, looked up): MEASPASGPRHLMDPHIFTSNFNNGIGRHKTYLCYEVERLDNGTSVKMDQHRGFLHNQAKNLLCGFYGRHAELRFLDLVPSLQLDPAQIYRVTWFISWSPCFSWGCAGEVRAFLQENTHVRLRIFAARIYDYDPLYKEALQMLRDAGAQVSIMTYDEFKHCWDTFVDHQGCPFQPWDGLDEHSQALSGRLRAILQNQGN
GRIN3A LBD mod: binders of NR3A ligand-binding domain, primary screen, biophysical, differential scanning fluorimetry, uHTS; NR3A LBD differential scanning fluorimetry, Tm shift; 0% = protein alone, 100% = glycine-bound protein; Tm shift relative to glycine control, % at 25 µM; 340,000 tested, 2.5% active;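 active = melting temperature shift of at least 10% of the positive control shift, at one fixed dose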
Starred values were filed as active, the others as inactive; · = not tested or not shown; & = joins results of further samples.

Short keys: A = MPTP block; B = mIAP activ; C = mIAP inh; D = hIAP activ; E = A3G deaminase; F = beta cell repl; G = hIAP block; H = A3A deaminase; I = GRIN3A LBD mod
CC1(C)Cc2cccc(OCC(=O)OCC(=O)Nc3ccc(C(N)=O)cc3)c2O1
  A: 0.4; B: 0.969; C: 3.1; D: 1.02; E: -9.2; F: 1.5; G: -2.3; H: 0.0; I: 0.3
O=C(COC(=O)/C=C/c1cccc(C(F)(F)F)c1)Nc1cccc2ccccc12
  A: -1.7; B: 0.954; C: 4.6; D: 0.969; E: -1.9; F: 0.0; G: 3.1; H: -2.0; I: -1.5
COCCn1c(-c2ccc(OC)cc2)cnc1SCC(=O)Nc1cccc2ccccc12
  A: 9.6; B: 1.05; C: -4.7; D: 0.937; E: -4.0; F: -4.4; G: 6.3; H: -0.7; I: 2.8
Cn1c(SCC(=O)NCc2ccccc2)nnc1C1CC1
  A: -0.5; B: 0.992; C: 0.8; D: 1.16; E: -0.8; F: -0.3; G: -16.2; H: 3.0; I: 6.0
CC1=C(C(=O)OCc2ccccc2)C(c2ccco2)n2ncnc2N1 (centres undefined)
  A: -0.7; B: 1.01; C: -1.3; D: 1.11; E: 15.7; F: -2.5; G: -11.5; H: 2.3; I: 3.5
CN(CC(=O)Nc1ccc(F)c(F)c1F)C(=O)CC1OC(=O)c2ccccc21 (centres undefined)
  A: -1.9; B: 1.03; C: -2.8; D: 1.02; E: -11.0; F: 4.1; G: -1.9; H: -2.0; I: -0.5
CCCCSc1nnc2c(n1)[nH]c1ccccc12
  A: 2.1; B: 0.955; C: 4.5; D: 1.14; E: 3.2; F: -2.6; G: -13.7; H: 6.8; I: -0.8
O=C(NC(=S)NCc1nc2ccccc2[nH]1)c1ccc(F)cc1
  A: 1.1; B: 0.701; C: 29.9; D: 1.09; E: -12.2; F: -3.8; G: -8.8; H: -4.9; I: -1.6
Nc1ccc(C#Cc2ccc3oc4ccccc4c(=O)c3c2)cc1
  A: -0.2; B: 0.858; C: 14.2; D: 0.959; E: -7.8; F: -3.3; G: 4.1; H: -2.7; I: -2.5
Cc1cccc(-n2nc3c(c2NC(=O)c2ccc(Br)o2)CSC3)c1
  A: 7.7; B: 0.891; C: 10.9; D: 0.998; E: -2.7; F: -4.5; G: 0.2; H: 1.8; I: -9.4

3 structures from above, arranged by molar mass, descending.
Short keys: A = MPTP block; B = mIAP activ; C = mIAP inh; D = hIAP activ; E = A3G deaminase; F = beta cell repl; G = hIAP block; H = A3A deaminase; I = GRIN3A LBD mod
CC1(C)Cc2cccc(OCC(=O)OCC(=O)Nc3ccc(C(N)=O)cc3)c2O1
  A: 0.4; B: 0.969; C: 3.1; D: 1.02; E: -9.2; F: 1.5; G: -2.3; H: 0.0; I: 0.3
CN(CC(=O)Nc1ccc(F)c(F)c1F)C(=O)CC1OC(=O)c2ccccc21 (centres undefined)
  A: -1.9; B: 1.03; C: -2.8; D: 1.02; E: -11.0; F: 4.1; G: -1.9; H: -2.0; I: -0.5
CCCCSc1nnc2c(n1)[nH]c1ccccc12
  A: 2.1; B: 0.955; C: 4.5; D: 1.14; E: 3.2; F: -2.6; G: -13.7; H: 6.8; I: -0.8

(cont.)
Short keys: A = MPTP block; B = mIAP activ; C = mIAP inh; D = hIAP activ; E = A3G deaminase; F = beta cell repl; G = hIAP block; H = A3A deaminase; I = GRIN3A LBD mod
O=C1NCCN1Cc1ccccc1
  A: -3.1; B: 1.02; C: -2.1; D: 0.858; E: -5.1; F: 1.1; G: 14.2; H: 0.2; I: -1.6
CC1(CC(=O)N/N=C/c2ccc(-c3ccc(Cl)cc3)o2)OCCO1
  A: -0.6; B: 1.04; C: -4.1; D: 1.02; E: -5.8; F: -3.1; G: -1.6; H: 1.6; I: -0.1
Cc1ccccc1-c1cnn(-c2cccc([N+](=O)[O-])c2)c1N
  A: 0.5; B: 0.976; C: 2.4; D: 0.856; E: -6.0; F: -2.4; G: 14.4; H: -4.8; I: 7.7
COC(=O)CNC(=O)Cn1cnc2sc(C)c(S(=O)(=O)N3CCN(c4ccccc4OC)CC3)c2c1=O
  A: -0.5; B: 0.984; C: 1.6; D: 0.984; E: -12.6; F: 0.2; G: 1.6; H: 1.8; I: -2.0
Cc1ccccc1C(OCCN(C)C)c1ccccc1 (centres undefined)
  A: 0.7&-0.2; B: 1.09&1.2; C: -8.6&-19.5; D: 0.973&1.21; E: 1.9&-7.0; F: -4.1&-0.8; G: 2.7&-21.0; H: 3.2&-2.1; I: -0.9&0.6
O=C(CSc1nc2ccccc2[nH]1)Nc1c(F)c(F)c(F)c(F)c1F
  A: 2.4; B: 0.751; C: 24.9; D: 1.05; E: -9.7; F: -4.1; G: -5.1; H: -0.4; I: -5.3
O=C(CNC(=O)c1ccccc1)OCCCOC(=O)CNC(=O)c1ccccc1
  A: -1.5; B: 0.921; C: 7.9; D: 1.08; E: -3.9; F: -3.5; G: -8.4; H: -3.1; I: 9.6
Nc1ncnc2c1ncn2[C@@H]1O[C@H](CNS(=O)(=O)C2CC2)[C@@H](O)[C@H]1O
  A: 1.7; B: 0.942; C: 5.8; D: ·; E: 0.2; F: ·; G: ·; H: 0.3; I: -1.0
N=c1c(S(=O)(=O)c2ccc(F)cc2)cc2c(=O)n3ccccc3nc2n1CC1CCCO1 (centres undefined)
  A: 1.7; B: 1.08; C: -7.6; D: 0.828; E: 12.8; F: 6.0; G: 17.2; H: 2.5; I: 0.1
COc1ccc2oc(=O)c(-c3nnc(N)s3)cc2c1
  A: 0.5; B: 1.05; C: -5.1; D: 0.875; E: -2.9; F: -0.3; G: 12.5; H: -2.3; I: -1.1

Limited to A3G deaminase (6 entries from above):
SMILES	A3G deaminase
Cc1ccccc1-c1cnn(-c2cccc([N+](=O)[O-])c2)c1N	-6.0
Nc1ncnc2c1ncn2[C@@H]1O[C@H](CNS(=O)(=O)C2CC2)[C@@H](O)[C@H]1O	0.2
CC1(CC(=O)N/N=C/c2ccc(-c3ccc(Cl)cc3)o2)OCCO1	-5.8
O=C(CNC(=O)c1ccccc1)OCCCOC(=O)CNC(=O)c1ccccc1	-3.9
N=c1c(S(=O)(=O)c2ccc(F)cc2)cc2c(=O)n3ccccc3nc2n1CC1CCCO1 (centres undefined)	12.8
COC(=O)CNC(=O)Cn1cnc2sc(C)c(S(=O)(=O)N3CCN(c4ccccc4OC)CC3)c2c1=O	-12.6

(listing goes on)
Short keys: A = MPTP block; B = mIAP activ; C = mIAP inh; D = hIAP activ; E = A3G deaminase; F = beta cell repl; G = hIAP block; H = A3A deaminase; I = GRIN3A LBD mod
C/C(=N\NC(=O)c1cccs1)c1ccc2ccccc2c1
  A: 1.2; B: 1.07; C: -7.4; D: 0.842; E: -6.8; F: -3.4; G: 15.8; H: -3.9; I: 0.9
O=C(CCc1ccc(S(=O)(=O)NCc2ccccc2)cc1)NCc1cccnc1
  A: 1.8; B: 0.946; C: 5.4; D: 1.01; E: -0.1; F: 0.0; G: -1.4; H: 2.8; I: -0.1
O=C(COC(=O)Cc1ccc(F)cc1)NC1CCCCC1
  A: -1.6; B: 1.06; C: -6.5; D: 0.844; E: -6.0; F: 2.7; G: 15.6; H: -1.1; I: 1.7
CCCc1nnc(NC(=O)CN2CCOCC2)s1
  A: -0.2; B: 1.02; C: -2.2; D: 0.993; E: -7.3; F: -0.2; G: 0.7; H: -5.4; I: 0.2
CC(C)c1ccc(NC(=O)c2sccc2-n2cccc2)cc1
  A: 3.8; B: 0.96; C: 4.0; D: 1.24; E: -4.8; F: -4.6; G: -23.7; H: 0.5; I: -27.3
COc1cc(/C=N/NC(=O)CNS(=O)(=O)c2ccc(C)cc2)cc(OC)c1OC
  A: 1.2; B: 0.985; C: 1.5; D: 0.894; E: 4.0; F: 0.8; G: 10.6; H: 1.2; I: 2.0
CC(=O)Nc1cccc(NC(=O)c2c(-c3ccccc3)noc2C)c1
  A: 0.6; B: 1.06; C: -6.0; D: 0.976; E: 0.4; F: -2.3; G: 2.4; H: -2.0; I: -0.9
CC(C)Cc1ccc(C(C)C(=O)Nc2ncccn2)cc1 (centres undefined)
  A: 2.0; B: 1.07; C: -6.7; D: 1.02; E: 5.6; F: 0.0; G: -2.0; H: 4.8; I: -2.7
COc1cc(Br)cc2cc(C(=O)N3CCOCC3)c(=O)oc12
  A: 0.4; B: 1; C: -0.4; D: 0.735; E: 0.2; F: -2.6; G: 26.5; H: -3.8; I: -2.2
